FLuc inh counter: inhibits firefly luciferase, flagging false hits in luciferase inhibition screens | P08659 | ATPLite firefly luciferase biochemical luminescence, 10 min | inhibition, % at 10 µM | 200,000 tested, 1.5% active | AID 1006;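 active = inhibition above about 50% when tested at 10 µM, limit read from the data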
Target sequence (P08659 whole entry, looked up): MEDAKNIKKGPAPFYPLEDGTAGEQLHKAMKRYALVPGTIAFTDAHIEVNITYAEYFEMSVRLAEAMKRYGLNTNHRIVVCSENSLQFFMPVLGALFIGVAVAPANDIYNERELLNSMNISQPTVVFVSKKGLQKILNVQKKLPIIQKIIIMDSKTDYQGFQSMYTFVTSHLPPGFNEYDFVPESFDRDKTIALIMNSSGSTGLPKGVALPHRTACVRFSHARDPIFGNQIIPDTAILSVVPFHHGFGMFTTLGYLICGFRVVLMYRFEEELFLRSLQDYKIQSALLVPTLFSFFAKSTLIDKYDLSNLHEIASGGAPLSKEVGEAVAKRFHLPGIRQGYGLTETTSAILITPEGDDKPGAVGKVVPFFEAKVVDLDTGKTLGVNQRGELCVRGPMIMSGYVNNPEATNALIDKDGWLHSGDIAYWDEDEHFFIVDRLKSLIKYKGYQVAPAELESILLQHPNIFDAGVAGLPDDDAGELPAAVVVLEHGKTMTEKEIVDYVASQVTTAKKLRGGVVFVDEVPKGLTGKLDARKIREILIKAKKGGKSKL
FLuc act counter: firefly luciferase counter-screen for stimulation assays. ATPlite luciferase biochemical, luminescence, 10 min; 0 = ATP-free wells, 1 = DMSO control. 200,000 tested, under 10 active. AID 1027. P08659. activation factor at 10 µM;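 active = luciferase activation factor, scaled between plate controls, of at least 2 with compound at 10 µM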
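test system = cell-free luciferase reagent | medium = PBS as buffer for the ATP substrate | dosing = test compounds dosed from 2 mM stocks in 100% DMSO | incubation = 10 min at ambient temperature | detection = luminescence measurement of luciferase light output | benchmarks = low control with PBS replacing ATP, high control enzyme plus ATP without compound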
TNAP inh no acc: blocks human TNAP activity with no phosphate acceptor present; P05186; purified TNAP, CDP-star luminescence, 30 min; inhibition, % at 20 µM; 200,000 tested, 0.26% active;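 active = tissue-nonspecific alkaline phosphatase inhibition above about 50% at 20 µM in the single-dose screen, limit read from the data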;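 also: 0% = DMSO negative control and 100% = EDTA positive control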
APP 5UTR inh: APP translation inhibition; AID 1285; inhibition, % at 2 µM; SH-SY5Y APP 5'UTR-luciferase reporter, luminescence; 190,000 tested, 0.82% active;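 active = inhibition above a set limit, derived from the sample mean plus 3 SD, cut at about 45% in these data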; also: values of inactives mirror those of a sister screen read the other way
RAM network inh: yeast RAM network inhibition | inhibition, % at 50 µM | 190,000 tested, 1.8% active | S. cerevisiae dse1pr::URA3 reporter, 5-FOA growth OD615, 2 d; analog-sensitive cbk1-as2 kinase mutant strain;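 active = inhibition above a set limit, 3 SD over mean compound inhibition, cut at about 8.4% in these data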;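 also: 0% = DMSO-only wells with no growth and 100% = 10 µM 1-NA-PP1 full growth; inhibition rescues growth on 5-FOA so higher OD means more RAM inhibition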
bIAP activator: increases bovine intestinal alkaline phosphatase activity; activation factor at 20 µM; purified bovine IAP, CDP-star luminescence, 30 min; hits give high values; fold of DMSO-control signal, blank-subtracted; 200,000 tested, 0.17% active;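 active = activation factor of 2 or more at 20 µM, a signal rise over negative controls twice the positive control's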
bIAP inhibitor: blocks bovine intestinal alkaline phosphatase activity | purified bovine IAP, CDP-star luminescence, 30 min | 190,000 tested, under 10 active | inhibition, % at 20 µM;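 active = over 50% inhibition of intestinal alkaline phosphatase at 20 µM in the single-dose screen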
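Assay system – bovine IAP enzyme · Quantity – bovine IAP at 1/65,000,000 final dilution · Detection – CDP-star luminescence signal · Times – 30 min reaction at room temperature · Also added – CDP-star substrate at 30 µM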
Lmaj promast: reduces viability of Leishmania major promastigotes. resazurin fluorescence viability. inhibition, % at 10 µM. 200,000 tested, 9% active; in the data active = inhibition above about 50%;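 also: promastigotes grown with compound for 44 hours at 28 °C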
TNAP act hi DEA: activators of human TNAP at high phosphate acceptor concentration | purified TNAP, CDP-star luminescence, 1 M DEA, 30 min; hits give high values; 0 = EDTA background, 1 = DMSO-only activity | activation factor at 20 µM | 200,000 tested, under 10 active | AID 1136;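 active = activation factor at least 2 at 20 µM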
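Assay system: human TNAP; Input: enzyme diluted 1/800 final; Reagent: CDP-star luminogenic substrate at 100 µM final; Timing: 30 min, room temperature; Signal: luminescence; Evaluation: TNAP activation factor scaled between EDTA and DMSO control wells.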
TNAP inh hi DEA: inhibitors of human TNAP at high phosphate acceptor concentration. P05186. purified TNAP, CDP-star luminescence, 1 M DEA. inhibition, % at 20 µM. 200,000 tested, 0.03% active. AID 1135;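 active = over 50% inhibition of tissue-nonspecific alkaline phosphatase at 20 µM in the single-dose screen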;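 also: plate controls were DMSO wells for no effect and EDTA-quenched wells as full inhibition for full effect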
* = called active by the depositor; · = not tested or not shown.

canonical_smiles,FLuc inh counter,bIAP activator,bIAP inhibitor,RAM network inh,FLuc act counter,TNAP inh hi DEA,TNAP act hi DEA,APP 5UTR inh,Lmaj promast,TNAP inh no acc
COC(=O)Nc1nc2c(C)cccc2s1,-20,0.8,16,1.3,1.2,-7,1.1,-26,1,-6
CCOc1ccc(NS(=O)(=O)c2ccc(NC(=O)c3cccnc3)c(OC)c2)cc1,-1,1,4,2.5,1,6,0.9,12,40,-2
CC1CCN(C(=O)Cn2c(=O)n(CCc3ccccc3)c(=O)c3ccccc32)CC1,-8,0.9,7,3.6,1.1,-6,1.1,-17,-5,-11
O=C(NC(c1ccccc1)c1ccccn1)c1cccc([N+](=O)[O-])c1 (stereo not given),-4,1,-5,-0.1,1,-2,1,6,10,-2
CC(=O)NC1CSCC1OC(C)=O (stereo not given),-10,0.6,37,1.6,1.1,-8,1.1,9,1,-14
CCc1nnc(NC(=O)c2ccc3ccccc3n2)s1,24,1.5,-45,-0.8,0.8,-3,1,-103,56*,-102
CN1CCN(c2ccccc2NC(=O)c2cc(Br)ccc2Cl)CC1,2,1,0,1.4,1,-2,1,3,4,-6
CCOC(=O)N1CCN(C(=O)CN(Cc2ccccc2)S(=O)(=O)c2ccc(OC)c(Cl)c2)CC1,-6,1,-2,-1.3,1.1,-3,1,13,21,-7
CN1CCc2c(n(CC(O)CNCc3ccccc3)c3ccccc23)C1=O (stereo not given),-4,1.3,-31,0.4,1,-2,1,-12,22,-4
Cc1ccc(-n2ncc3c(=O)n(CC(=O)NCc4ccco4)cnc32)cc1,-5,0.9,11,5.1,1,-5,1,10,-4,-11

Quoted at random: two compounds from above.
canonical_smiles,FLuc inh counter,bIAP activator,bIAP inhibitor,RAM network inh,FLuc act counter,TNAP inh hi DEA,TNAP act hi DEA,APP 5UTR inh,Lmaj promast,TNAP inh no acc
CC(=O)NC1CSCC1OC(C)=O (stereo not given),-10,0.6,37,1.6,1.1,-8,1.1,9,1,-14
CN1CCN(c2ccccc2NC(=O)c2cc(Br)ccc2Cl)CC1,2,1,0,1.4,1,-2,1,3,4,-6

(further entries)
canonical_smiles,FLuc inh counter,bIAP activator,bIAP inhibitor,RAM network inh,FLuc act counter,TNAP inh hi DEA,TNAP act hi DEA,APP 5UTR inh,Lmaj promast,TNAP inh no acc
COc1ccccc1N1CCN(C(=O)CSc2nc(C)c(Cc3ccccc3)c(=O)[nH]2)CC1,0,1,-4,-0.2,1,-1,1,2,6,-6
C=C(C)CC(c1ccccc1)N(C(C)=O)c1ccco1 (stereo not given),-6,1,-3,0.5,1.1,-3,1,1,-4,-6
CCOc1ccc(NC(=O)c2ccc(NC(=S)NC3CCCCC3)cc2)cc1,26,1,-4,2.9,0.7,-7,1.1,-7,10,-10
O=C(c1n[nH]c2ccccc12)N1CCN(c2ccc(F)cc2)CC1,-5,1.1,-7,1.7,1,-6,1.1,-41,12,-14
COc1cc(OC)c(S(=O)(=O)N2CCN(C(=O)c3ccccc3F)CC2)cc1NC(C)=O,-5,1,1,1.1,1.1,-3,1,-12,0,-7
O=C(OCC(CO)OC(CO)n1ccc(=O)[nH]c1=O)c1ccccc1 (stereo not given),-1,1,2,1.9,1,-2,1,3,-1,-4
Cc1cccc2sc(NC(=O)CSCc3ccccc3)nc12,-6,0.9,12,3.5,1.1,-3,1,·,-3,-14
COc1cc([N+](=O)[O-])ccc1NC(=O)Cc1ccccc1,-9,1,5,-0.5,1.1,-3,1,1,10,-3
CCOC(=O)CN1CCC(c2ccccc2)CC1,-1,1,2,1.1,1,-6,1.1,8,-3,-14
COc1ccccc1-c1ccc(NC2CCCC2)nn1,22,0.9,10,0.1,0.8,-2,1,-12,8,-11
COc1ccc(N2CCN(C(=O)c3cccc(F)c3)CC2)c([N+](=O)[O-])c1,-3,1.1,-9,0.1,1,2,1,-20,-4,-12
CCOCCn1c(SCc2cccc(C)c2)nc2c1c(=O)[nH]c(=O)n2C,-2,0.9,10,1.4,1,-5,1,6,2,-6
CN(C)c1ccc(-c2noc(C3CCN(S(=O)(=O)c4cccc(C(=O)O)c4)CC3)n2)cc1,-3,1,0,9.8*,1,2,1,-6,-4,2
C/C(=C/C(=O)N1CCN(C)CC1)C(=O)O,-8,0.9,11,1.8,1.1,-3,1,2,40,-5
CCOC(=O)N/N=C/c1c(F)c(F)c(F)c(F)c1F,-2,1.1,-10,-0.4,1,-6,1.1,3,65*,-9
O=C(Nc1nc2ccccc2[nH]1)c1ccc(F)cc1,91*,1.2,-23,0.9,0.1,-8,1.1,-107,34,-13
CCOC(=O)C(C(C)=O)=C1SC2CS(=O)(=O)CC2S1 (stereo not given),-7,0.9,6,2.4,1.1,-7,1.1,-10,0,-6
CC(C)(C)C(=O)Nc1cc(S(=O)(=O)Nc2ccc(Cl)cc2)ccc1Cl,-1,1.1,-8,11*,1,-1,1,-10,76*,-12
Cc1ccc(N(C(=O)c2ccccc2Cl)C2=NC(C)CS2)c(C)c1 (stereo not given),4,1,2,6.3,1,3,1,-10,94*,-10
O=C(Nc1cccc(Cl)c1Cl)c1ccc(-c2ccccc2)cc1,-1,0.9,11,5.6,1,-2,1,-26,-8,-6
O=C(Oc1cccc2c(OC(=O)N3CCOCC3)cccc12)N1CCOCC1,-8,0.9,7,1.2,1.1,-5,1,9,2,-16
CCN(C(=O)COC(=O)/C=C/c1cnc2ccccc2n1)C1CCS(=O)(=O)C1 (stereo not given),-6,1.1,-10,0.4,1.1,-5,1,-8,-3,-3
Cc1ccc(C)c(N2CCN(C(=O)c3ccc(NS(=O)(=O)c4c(C)noc4C)cc3)CC2)c1,-2,1.1,-6,3.9,1,-3,1,-17,93*,-11
CN(C)CCCN=Cc1c(O)n(Cc2ccc3c(c2)OCO3)c(=O)c2ccccc12,-8,0.9,10,3.0,1.1,-4,1,-21,98*,-11
CC(C)n1c(S(=O)(=O)O)nc2ccccc21,-7,1.2,-16,1.0,1.1,2,1,4,-5,-11
O=[N+]([O-])c1ccc(O)c2ncccc12,-6,1.1,-9,-1.1,1.1,17,0.8,-7,96*,14
CN1CCN(c2nc(Nc3ccc(O)cc3)nc3ccccc23)CC1,-2,1.1,-12,2.9,1,-3,1,-19,100*,-7
CCOC(=O)c1c(C)[nH]c(C)c1C(=O)COc1ncnc2cc([N+](=O)[O-])ccc12,-8,1.1,-8,-0.8,1.1,-2,1,-1,10,-2
COc1ccc(CN(C)C2c3ccccc3-c3ccccc32)cc1,-6,1,4,0.7,1.1,-1,1,9,6,-13
CCc1ccc2[nH]c(=O)c(CN(CCN(CC)CC)C(=O)NC3CCCCC3)cc2c1,-6,1,1,-0.5,1.1,-9,1.1,·,·,-4

Part of the list above, showing only RAM network inh.
SMILES,RAM network inh
O=C(Oc1cccc2c(OC(=O)N3CCOCC3)cccc12)N1CCOCC1,1.2
CCN(C(=O)COC(=O)/C=C/c1cnc2ccccc2n1)C1CCS(=O)(=O)C1 (stereo not given),0.4
Cc1ccc(C)c(N2CCN(C(=O)c3ccc(NS(=O)(=O)c4c(C)noc4C)cc3)CC2)c1,3.9

Additional structures follow:
canonical_smiles,FLuc inh counter,bIAP activator,bIAP inhibitor,RAM network inh,FLuc act counter,TNAP inh hi DEA,TNAP act hi DEA,APP 5UTR inh,Lmaj promast,TNAP inh no acc
CCCCn1c(SCc2c(C)noc2C)nc2cc(S(N)(=O)=O)ccc21,-9,1,1,0.4,1.1,-6,1.1,-11,2,-12
Cc1ccc(-c2cc(C(=O)NC3=NCCS3)c3ccccc3n2)cc1C,65*,0.9,13,0.0,0.3,-1,1,-49,7,-12
Cc1cccc(Nc2nnc(SCC(=O)NC3CCCc4ccccc43)s2)c1 (stereo not given),3,1,0,4.1,1,-2,1,-17,8,-9
O=C(NC1CCCC1)C(c1ccc(F)cc1)N(Cc1ccc(Cl)cc1)C(=O)CCl (stereo not given),-6,1.1,-6,1.3,1.1,3,1,3,99*,-3
O=C(CSc1nnc(-c2ccc(S(=O)(=O)N3CCCC3)cc2)n1CC1CCCO1)NC1CC1 (stereo not given),0,1,1,-0.7,1,-3,1,-8,-3,-4
CN(Cc1ccccc1F)c1ccc(S(=O)(=O)N2CCCC2)cn1,1,1.3,-32,-0.4,1,0,1,6,98*,-8
Cc1ccc2[nH]c(=O)c3cc(C(=O)N4CCN(C(=O)c5ccco5)CC4)sc3c2c1,-3,1.1,-13,5.5,1,-1,1,-12,3,-2
COc1ccc(NC(=O)COC(=O)c2ccc(S(=O)(=O)N(C)c3ccccc3OC)cc2)cc1OC,-4,1,3,4.1,1,-3,1,8,27,-21
Cc1c(C(=O)Nc2ccncc2)sc2nc(-c3ccc(F)cc3)cn12,-4,0.9,9,-0.9,1,-1,1,-41,99*,-6
c1cncc(C(c2nnnn2C2CCCC2)N2CCCC2)c1 (stereo not given),-5,1,-3,0.6,1,-3,1,-1,7,-15
CC(C)Cc1nc(N2CCOCC2)c(C#N)c2c1CCC2,-8,1,-2,0.4,1.1,-3,1,-8,2,-2
O=C(CCCCCn1c(=S)[nH]c2ccc(N3CCOCC3)cc2c1=O)NCc1ccc(Cl)cc1,-3,1.1,-8,7.9,1,-2,1,-18,-5,-12
Cc1ccc(Cn2ncc3c(N4CCN(c5ccccc5C)CC4)ncnc32)cc1,-11,0.9,10,10*,1.1,-4,1,3,22,-6
Cc1n[nH]c(C)c1N=Nc1ccc(Br)cc1,-1,1,3,0.5,1,2,1,6,17,-142
NS(=O)(=O)c1ccc(Nc2nc3ccccc3nc2NS(=O)(=O)c2cccc([N+](=O)[O-])c2)cc1,-7,1.1,-9,8.6*,1.1,1,1,21,-5,-7

Screening results (PubChem BioAssay)
